HDAC3 inhib = blocks human histone deacetylase 3. AID 2718. recombinant HDAC3, fluorogenic peptide/trypsin coupled, fluorescence. inhibition, % at 8.3 µM. O15379. 320,000 compounds, 0.15% hits; in the data active = inhibition above about 26%, passing the limit was not always enough; inconclusive = no clear call, values can overlap the other calls
Target sequence (O15379 whole entry, looked up): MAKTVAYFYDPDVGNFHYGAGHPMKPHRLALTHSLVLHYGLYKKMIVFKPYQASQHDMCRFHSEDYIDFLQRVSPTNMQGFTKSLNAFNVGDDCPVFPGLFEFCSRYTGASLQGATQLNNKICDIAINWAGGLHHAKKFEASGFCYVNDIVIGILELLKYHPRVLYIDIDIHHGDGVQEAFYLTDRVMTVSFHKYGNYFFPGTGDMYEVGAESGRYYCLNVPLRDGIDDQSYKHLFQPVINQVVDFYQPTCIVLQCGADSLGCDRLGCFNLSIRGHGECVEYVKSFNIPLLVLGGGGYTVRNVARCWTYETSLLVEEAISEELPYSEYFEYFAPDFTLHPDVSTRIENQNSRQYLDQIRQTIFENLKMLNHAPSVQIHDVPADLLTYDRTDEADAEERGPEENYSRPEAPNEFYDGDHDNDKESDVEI
MrgX1 ag = human MrgX1 receptor agonism, primary screen; MrgX1-HEK293 cells, Fluo-4 calcium fluorescence, agonist mode; stronger effect = higher value; AID 588627; B-score at 10 µM; 310,000 compounds, 0.44% hits;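 active = calcium response B-score plate-corrected fluorescence ratio at least 3 library SD, with starting fluorescence B-score inside 5 SD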
Target sequence (Q96LB2 whole entry, looked up): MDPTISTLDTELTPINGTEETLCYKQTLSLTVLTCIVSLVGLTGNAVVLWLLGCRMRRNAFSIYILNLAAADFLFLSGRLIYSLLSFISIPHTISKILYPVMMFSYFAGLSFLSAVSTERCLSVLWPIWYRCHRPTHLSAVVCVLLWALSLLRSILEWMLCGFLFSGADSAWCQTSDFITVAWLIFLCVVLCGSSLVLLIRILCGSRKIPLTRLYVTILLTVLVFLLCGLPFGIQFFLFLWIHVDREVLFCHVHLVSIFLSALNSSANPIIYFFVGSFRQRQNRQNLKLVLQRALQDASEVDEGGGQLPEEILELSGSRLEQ
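Test system: HEK293 cells stably expressing human MrgX1 receptor; amount: 15,000 cells per well; doses: compound delivered in addition one of three; times: overnight plating before 1 h dye loading; detection: Fluo-4 NW calcium-flux fluorescence, kinetic read; read-out basis: B-scored fluorescence response ratio; controls: positive and negative controls per plate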
MrgX1 antagonist = human MrgX1 receptor antagonism, primary screen; MRGX1-HEK293 calcium flux, Fluo-4, BAM8-22 antagonism; stronger effect = lower value; AID 588676; 310,000 compounds, 1.3% hits; Q96LB2; B-score at 10 µM;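 active = calcium-response B-score plate-corrected more than 3 library SD below zero, starting fluorescence within 5 deviations, no agonist response on first addition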;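 also: peak minus trough fluorescence over baseline after final BAM8-22 challenge near maximal dose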
TRPC6 act = activators of mouse TRPC6 channel. 310,000 compounds, 0.13% hits. Q61143. HEK293-TRPC6 membrane potential dye fluorescence; stronger effect = higher value. B-score at 10 µM;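 active = B-score of the integrated fluorescence ratio above library mean plus 3 SD, and starting fluorescence ratio within library mean plus 5 SD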;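 also: higher score means more depolarization so channel activation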
TMEM16A inh = blocks the mouse calcium-activated chloride channel TMEM16A. HEK293 TMEM16A/YFP iodide influx fluorescence, ionomycin. normalized B-score (activity score, 25-100; higher = stronger inhibition) at 10 µM. Q8BHY3. 310,000 compounds, 1.2% hits. AID 588511;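 active = ratio plate-corrected score three or more library SD toward inhibition, starting fluorescence score within five deviations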;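 also: score derived from kinetic fluorescence span divided by baseline fluorescence per well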
MrgX1 PAM = human MrgX1 positive allosteric modulation, primary screen | Q96LB2 | MrgX1-HEK293, Fluo-4 calcium flux, FDSS; stronger effect = higher value | B-score at 10 µM | 310,000 compounds, 0.63% hits;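 active = plate-corrected calcium response at least 3 library SD above typical, normal starting fluorescence, not activating the receptor alone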;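 also: compound read alongside a low EC10 to EC30 dose of BAM8-22 agonist; peak minus trough fluorescence over baseline measured at the second addition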
SKKanGAS inh = inhibitors of SKKanGAS S. pyogenes growth in kanamycin (SK-promoter or general growth effect) | BacTiter-Glo, 6 h | inhibition, % at 7.5 µM | 300,000 compounds, 1.3% hits;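 active = mean replicate score, as percent of positive control median, at least 50; inconclusive = mean below 50 but one replicate at or above 50; inactive = mean and every replicate below 50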;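 also: strain carries kanamycin resistance gene driven by streptokinase promoter and grows in 40 µg/ml kanamycin; loss of luminescence reflects streptokinase promoter inhibition or plain growth inhibition; 0% = median of DMSO wells and 100% = positive control at its reference dose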
TRPC6 inh = blocks the mouse TRPC6 cation channel; Q61143; HEK293-TRPC6, membrane potential dye, ACh-evoked depolarization; stronger effect = lower value; B-score at 10 µM; 310,000 compounds, 1.1% hits; AID 2553;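 active = B-score under library mean minus 3 SD, initial fluorescence not abnormally high, positive integrated signal ratio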;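 also: B-score derived from integrated fluorescence ratio over the kinetic read; more negative B-score means stronger inhibition of depolarization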
RGS4 block = inhibitors of human RGS4; P49798; HEK293 M3R/RGS4 inducible, Fluo-4 calcium flux; stronger effect = higher value; triggered by carbachol at its EC20; B-score at 10 µM; 310,000 compounds, 0.45% hits; AID 463165;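 active = B-score, a plate-corrected calcium signal, over three deviations above library mean, with baseline fluorescence within five deviations of library mean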;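 also: RGS4 expression induced by doxycycline in cells with stable M3 receptor; B-score is computed from the integrated fluorescence ratio over baseline after carbachol; higher B-score means a larger calcium signal and so more RGS4 inhibition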
Target sequence (P49798 whole entry, looked up): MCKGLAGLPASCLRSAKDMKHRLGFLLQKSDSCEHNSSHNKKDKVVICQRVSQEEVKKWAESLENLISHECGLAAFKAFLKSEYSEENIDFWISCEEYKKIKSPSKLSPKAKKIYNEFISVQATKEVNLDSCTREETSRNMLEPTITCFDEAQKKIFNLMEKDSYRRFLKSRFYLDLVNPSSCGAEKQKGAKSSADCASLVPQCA
RGS4 act = RGS4 potentiation or activation. HEK293 M3R/inducible RGS4, carbachol calcium flux Fluo4; stronger effect = lower value. AID 463111. B-score at 10 µM. 310,000 compounds, 0.92% hits;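 active = B-score of the integrated calcium signal more than 4 SD below the library mean, with starting fluorescence not abnormally high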;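 also: negative B-score means reduced calcium response which marks RGS4 activation or potentiation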
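Assay system: HEK293 FlpIn-TREx cells, stable M3R, doxycycline-inducible RGS4 / Probe or stimulus: carbachol, ECmax concentration / Times: overnight RGS4 induction, 30 min dye load 37 °C, 20 min compound RT / Signal: kinetic calcium fluorescence imaging with Fluo4-AM dye, 2 µM / Measure: Agonist-evoked peak-minus-minimum fluorescence over baseline, integrated ratio, B score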
ANO1 activ = mouse TMEM16A channel activation, primary screen | 340,000 compounds, 0.3% hits | B-score at 10 µM | HEK293 TMEM16A/YFP-H148Q/I152L, iodide quench fluorescence; stronger effect = lower value | Q8BHY3;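 active = fluorescence-ratio B-score plate-corrected deviation score at least 3 library SD below zero, with starting fluorescence score within 5 deviations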;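 also: channel opened by trigger with iodide after compound preincubation; score built on the fluorescence ratio of max minus min over baseline; more negative score means more quench and so TMEM16A activation or potentiation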
Numbers without * were called inactive; i = inactive; ? = inconclusive; / = no result given.

SMILES	HDAC3 inhib	MrgX1 ag	MrgX1 antagonist	TRPC6 act	TMEM16A inh	MrgX1 PAM	SKKanGAS inh	TRPC6 inh	RGS4 block	RGS4 act	ANO1 activ
CC(=O)N1CCOc2ccc(S(=O)(=O)NCC3CCC(C(=O)NCCC(C)C)CC3)cc21 (centres undefined)	0.9	i	i	i	i	i	4.4	i	i	i	i
O=C(NC1CC2CCCC(C1)N2S(=O)(=O)c1ccccc1)C1CCCCC1 (centres undefined)	3.9	i	i	i	i	i	-2.4	i	i	i	i
CC1(C)Cc2c(sc(/N=C/N3CCCCCC3)c2C#N)C(C)(C)N1	10.4	i	i	i	i	i	3.7	i	i	i	i
COc1ccc(N=Cc2c(O)c3ccccc3n2C(C)=O)cc1	/	61.6*	i	i	i	i	7.9	i	i	i	i
COc1cc(C2C3C(=O)N(c4ccccc4)C(=O)C3ON2c2ccccc2)cc(OC)c1OC (centres undefined)	-2.8	i	i	i	i	i	-1.9	i	i	i	i
Cc1c(O)ccc2c(CC(=O)N[C@@H](Cc3ccc(O)cc3)C(=O)O)cc(=O)oc12	-27.6	i	i	i	i	i	1.9	i	i	i	i
CC(C)c1cc(=O)n2[nH]c(SCc3ccccc3Cl)nc2n1	-4.1	i	i	i	i	i	17.7	i	i	i	i
Cc1cccc(N2C(=O)N3[C@@H]4c5ccccc5OC[C@@H]4[C@@H](c4ccccc4)[C@]3(C)C2=O)c1	1.8	i	i	i	i	i	9.4	i	i	i	i
Cc1ccc(NC(=O)C2CC(=O)NC(N3CCc4ccccc43)=N2)cc1 (centres undefined)	1.0	i	i	i	i	i	-1.3	i	i	i	i
O=C(/C=C/c1ccccc1)N1CCN(c2ccc([N+](=O)[O-])c(N3CCOCC3)c2)CC1	2.7	i	i	i	i	i	2.9	i	i	i	i
CC1OC(Nc2ccc(OC(F)(F)F)cc2)C(O)C(O)C1O (centres undefined)	1.8	i	i	i	i	i	-9.0	i	i	i	i
CCN(CC)S(=O)(=O)c1ccc(O)c(C(=O)OCC(=O)N(C)Cc2ccccc2)c1	-2.2	i	i	i	i	i	3.1	i	i	i	i
CCOC(=O)Cc1csc(NC(=O)Cn2cnc3c2c(=O)n(C)c(=O)n3C)n1	2.0	i	i	i	i	i	1.6	i	i	i	i
O=C(OCCN1C(=O)c2ccccc2C1=O)c1ccco1	-2.4	i	i	i	i	i	-3.6	i	i	i	i
CCc1ccccc1NC(=S)N(Cc1ccco1)C(C)c1cccs1 (centres undefined)	-0.1	i	i	i	i	i	1.8	i	i	i	i
CCN(CC(=O)NCc1cccs1)C(=O)c1ccc(NS(=O)(=O)c2ccc(C(C)=O)cc2)cc1	/	i	i	i	i	i	11.0	i	i	i	i
C(=C\c1ccco1)/C1=NN(c2ccccc2)C(c2ccco2)C1 (centres undefined)	-0.7	i	i	i	i	i	-21.6	i	i	i	i
O=C(O)C1CCCC2CN3CCc4c([nH]c5ccccc45)C3C(O)C21 (centres undefined)	6.8	i	i	i	i	i	-5.4	i	i	i	i
CCOC(=O)Nc1sc(NS(=O)(=O)c2ccccc2)nc1C	2.5	i	i	i	i	i	1.0	i	i	i	i
CCOCCCNC(=S)N1CCN(C(=O)C(=O)Nc2ccc(C(=O)OC)cc2)CC1	2.2	i	i	i	i	i	1.9	i	i	i	i
COc1ccccc1CC(=O)NC1CC(C)(C)NC(C)(C)C1	-5.5	i	i	i	i	i	4.0	i	i	i	i
COc1ccc(S(=O)(=O)NCC2CCC(C(=O)NCc3ccco3)CC2)cc1 (centres undefined)	-4.1	i	i	i	i	i	7.7	i	i	i	i
CCOC(=O)c1c(-c2ccc(-c3ccccc3)cc2)csc1NC(=O)CCN1CCOCC1	-1.4	i	i	i	i	i	-15.3	i	i	i	i
CCc1ccccc1NC(=S)NCc1cccn1C	0.3	i	i	i	i	i	2.0	i	i	i	i
COc1ccc(S(=O)(=O)N(C)CC(=O)NC2CCCC2)cc1OC	6.6	i	i	i	i	i	0.3	i	i	i	i
Nc1cc(Nc2ccc(Br)cc2)nc(N)n1	0.8	i	-8.64*	i	i	7.52*	11.1	i	i	i	i
Cc1ccc(S(=O)(=O)NCCC(=O)Nc2ccc(Cl)c(Cl)c2)cc1	14.3	i	i	i	i	i	1.4	i	i	i	i
CCC(c1nnnn1C1CCCC1)N1CCN(C(=O)c2ccco2)CC1 (centres undefined)	-6.6	i	i	i	i	i	1.2	i	i	i	i
Clc1ccc(Sc2cnc3ccccc3n2)cc1	2.0	i	i	i	i	i	2.3	i	i	i	i
Cn1c(CNC(=O)c2ccccc2F)nnc1SCc1ccc(Cl)cc1	-0.9	i	i	i	i	i	-24.0	i	i	i	i
CC1(C)CC(=O)C2=C(C1)N1C(=C(C#N)C2c2ccccc2Cl)N=C(N)c2ccccc21 (centres undefined)	16.2	i	i	i	i	i	4.0	i	i	i	i
Cc1cccc(C2=NC(C(F)(F)F)(C(F)(F)F)c3c(n(-c4ccc(F)cc4)c(=O)[nH]c3=O)N2)c1	-4.8	i	i	i	i	i	3.8	i	i	i	i
COc1ccc(/C=C2/C(=N)N3N=C(CC(=O)N4CCCC4)SC3=NC2=O)cc1	0.6	34.5*	i	11.7*	i	i	-0.5	i	i	i	i
NC1=NC2(CCCCC2)N=C(Nc2ccc(F)cc2F)N1	-4.1	i	i	i	i	i	-1.9	i	i	i	i
CCC(C)N(C(=O)CSc1nc(-c2ccccc2)cs1)C1CCS(=O)(=O)C1 (centres undefined)	-5.7	i	i	i	i	i	0.2	i	i	i	i
O=C(Nc1cccc2c1CCCC2)C1CCCN(S(=O)(=O)c2cccc3nonc23)C1 (centres undefined)	-0.4	i	i	i	i	i	-4.7	i	i	i	i
COC(=O)c1ccc(NC(=O)CN2CCC(NC(=O)c3ccco3)CC2)cc1	2.7	i	i	i	i	i	10.8	i	i	i	i
Cc1c(C(=O)NCc2ccc3c(c2)OCO3)oc2ccc(Br)cc12	-0.5	i	i	i	i	i	11.1	i	i	i	i
Cc1cc(C)n(-c2nc3c(c(=O)[nH]c(=O)n3C)n2CC(O)COc2ccccc2C)n1 (centres undefined)	-9.1	i	i	i	i	i	/	i	i	i	i
O=C(NC1CCCC1)C(=O)N(Cc1cccnc1)C(C(=O)NCC1CCCO1)c1ccco1 (centres undefined)	/	i	i	i	i	i	2.1	i	i	i	i
CCOC(=O)C1CCN(C(=O)CSc2ccccc2Cl)CC1	3.7	i	i	i	i	i	-4.0	i	i	i	i
CCCC(=O)NC(Nc1ccc(S(=O)(=O)Nc2cc(C)on2)cc1)(C(F)(F)F)C(F)(F)F	2.0	i	i	i	i	i	2.0	i	i	i	i
CCOC(=O)N1CCN(C(=O)CSCC(=O)Nc2nc(-c3ccccc3)cs2)CC1	0.7	i	i	i	i	i	-0.8	i	i	i	i
CCN1CCN(C(=O)C(C)Nc2cc(Cl)c(OC)cc2OC)CC1 (centres undefined)	-3.6	i	i	i	i	i	14.4	i	i	i	i
CCc1ccc(NC(=O)C2C3/C=C\CCCCC32)cc1 (centres undefined)	3.2	i	i	i	i	i	-1.3	i	i	i	i
NC(=O)c1ccsc1NC(=O)c1ccco1	9.5	i	i	i	i	i	-1.2	i	i	i	i
COc1cc(Br)cc(C2C3=C(CCCC3=O)N(c3ccc(F)cc3)C3=C2C(=O)CCC3)c1O	-6.8	i	i	i	i	i	-6.1	i	i	i	i
Cc1c(C(c2cccc(O)c2)c2c(C)n(C)n(-c3ccccc3)c2=O)c(=O)n(-c2ccccc2)n1C	2.0	i	i	i	i	i	-0.8	i	i	i	i
O=C(CSc1nccc(-c2cccs2)n1)Nc1ccccc1	/	i	i	i	i	i	-18.7	i	i	i	i
Cc1ccc(C(=O)O)cc1-n1c(=O)n(Cc2ccccc2)c(=O)c2[nH]cnc21	6.6	i	i	i	i	i	-2.2	i	i	i	i
Next records
SMILES	HDAC3 inhib	MrgX1 ag	MrgX1 antagonist	TRPC6 act	TMEM16A inh	MrgX1 PAM	SKKanGAS inh	TRPC6 inh	RGS4 block	RGS4 act	ANO1 activ
Cc1nn(Cc2ccc(F)cc2)c(C)c1NC(=O)c1cnn2c1NC(c1ccccc1)CC2C(F)(F)F (centres undefined)	?	i	i	i	i	i	-3.3	i	i	i	i
CCCCOC(=O)Nc1ccc(S(=O)(=O)Nc2cc(C)nc(C)n2)cc1	0.5	i	i	i	i	i	-0.6	i	i	i	i
COc1cc(SC#N)ccc1N=Cc1c(C)[nH]n(-c2ccc(Cl)cc2)c1=O	5.5	i	i	i	i	i	-0.9	i	i	i	i
Cc1noc(C)c1S(=O)(=O)N1CCN(Cc2ccc3c(c2)OCO3)CC1	3.4	i	i	i	i	i	-13.8	i	i	i	i
Cc1cccc(N=C2NC(=O)/C(=C/C=C/c3ccco3)S2)c1	5.7	i	i	i	i	i	18.7	i	i	i	i
O=C(NCc1cccc(F)c1)C1CCN(C(=O)c2sccc2-n2cccc2)CC1	4.5	i	i	i	i	i	-2.1	i	i	i	i
CC(C)OCCCNC(=O)C1CCC(CNS(=O)(=O)c2cccc3nsnc23)CC1 (centres undefined)	-0.7	i	i	i	i	i	2.4	i	i	i	i
COc1ccc(S(=O)(=O)Nc2ccc3c(c2)n(C)c(=O)n3C)cc1	3.5	i	i	i	i	i	-6.0	i	i	i	i
O=C(c1cccc(S(=O)(=O)N2CCCC2)c1)N1CCN(c2ncccn2)CC1	-3.2	i	i	i	i	i	-1.8	i	i	i	i
COc1ccc(N2CCN(S(=O)(=O)CCNC(=O)C3CC(=O)N(c4ccccc4)C3)CC2)cc1 (centres undefined)	11.6	i	i	i	i	i	5.5	i	i	i	i
Cc1ccccc1NC(=O)Cn1nnc2ccccc21	-5.9	i	i	i	i	i	-10.1	i	i	i	i
C=C(C)COc1ccc(-c2n[nH]c(C)c2-c2ccc(OC)cc2)c(O)c1	7.2	i	i	i	i	i	61.4*	i	i	i	i
COn1c(SCC(=O)N(C)C)nc2ccccc2c1=O	-0.7	i	i	i	i	i	32.5	i	i	i	i
O=C(Cn1cnc2nc3n(c2c1=O)CCC3)NCc1ccccc1	-3.3	i	i	i	i	i	0.0	i	i	i	i
Cc1ccccc1NC(=O)c1ccc(S(=O)(=O)N2CCCC2)cc1	-7.7	i	i	i	i	i	0.2	i	i	i	i
